Pf growth 96h: P. falciparum growth inhibition at 96 hour, primary screen for plastid delayed-death inhibitors; P. falciparum luciferase reporter growth, 96 h; actives 6.9% (n = 320,000); AID 504834; Potency, µM (top dose mostly 28.7 µM), for the others: at the highest dose activity change, negative = inhibition, hits mostly inhibitors; further: potency means the concentration at half of the fitted maximal effect; on the % scale 0 is the no-effect control and ±100 the full control effect
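P. falciparum expressing integrated firefly luciferase, in erythrocytes at 2% hematocrit, 0.05% parasitemia, incubated with compounds 96 h at 37 C, 5% CO2. Growth inhibition read as loss of luminescence; two-generation exposure targets delayed-death apicoplast inhibitors.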
Cycloheximide cs: affects cycloheximide protein synthesis inhibition readout, counter-screen | AID 2314 | cell reporter, cycloheximide protein synthesis inhibition counterscreen | max response, % | actives 12% (n = 300,000); in the data active means max response mostly above about 13%, no sharp cut-off; inactive means mostly below about 14%; further: read at 38.3 µM for the half of the compounds with a filed dose; 0% is about no effect
AmpC inh no detg: AmpC beta-lactamase inhibition without detergent; AmpC nitrocefin hydrolysis, absorbance 480 nm, 0.0001% Triton; AID 485341; actives 0.52% (n = 330,000); Potency, µM (series often up to 57.1 µM), without a hit: at the highest dose activity change, negative = inhibition, most hits filed as inhibitors; P00811;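 further: potency means the concentration at half of the fitted maximal effect; plate controls were no compound for no effect and no enzyme for full effect; nearly all actives have a fitted effect of over 20% in size; some results filed as inactive show a strong effect at the top dose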
Target sequence (P00811 whole entry, looked up): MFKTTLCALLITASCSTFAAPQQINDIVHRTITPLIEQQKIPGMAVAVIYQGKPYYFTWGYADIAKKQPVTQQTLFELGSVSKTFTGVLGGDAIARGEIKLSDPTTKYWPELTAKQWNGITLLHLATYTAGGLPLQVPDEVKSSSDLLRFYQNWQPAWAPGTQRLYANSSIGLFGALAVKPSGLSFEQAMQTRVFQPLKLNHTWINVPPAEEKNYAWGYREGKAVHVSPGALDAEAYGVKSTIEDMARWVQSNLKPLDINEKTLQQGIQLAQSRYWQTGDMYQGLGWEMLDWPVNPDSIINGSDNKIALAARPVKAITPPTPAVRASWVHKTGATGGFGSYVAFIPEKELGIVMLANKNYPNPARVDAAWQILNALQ
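AmpC (5.3 nM in the dispensed reagent) in 20 mM phosphate pH 7.0 with 0.01% (detergent screen) or 0.0001% Triton X-100 was preincubated with compounds for 15 min at room temperature. Nitrocefin was then added from an 800 uM solution, and hydrolysis was followed at 480 nm.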
TbPYK inhibitor: blocks Trypanosoma brucei pyruvate kinase; Q57TT1; TbPYK enzyme, Kinase-Glo Plus ATP luminescence, 45 min; Potency, µM (highest dose often 76.8 µM), without a hit: at the top dose activity, negative = inhibition, most hits filed as inhibitors; actives 0.12% (n = 410,000); further: potency means the concentration at half of the fitted maximal effect; on the % scale 0 is the no-effect control and ±100 the full control effect; nearly all actives have a fitted effect of over 50% in size
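ADP (130 uM final) triggers the TbPYK reaction after compound addition; incubation is 45 min at room temperature. Kinase-Glo Plus is then added and luminescence imaged. Normalized data are fitted to concentration-effect curves.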
Shiga inhibitor: blocks Shiga toxin action in Vero cells; Vero cells, Shiga toxin protein synthesis inhibition reporter; inhibition, % at 38.7 µM; actives 9.2% (n = 290,000); AID 2315; in the data active means inhibition mostly above about 28%, no sharp cut-off; inactive means mostly below about 43%; further: 0% is about no effect
LmPK inh: blocks Leishmania mexicana pyruvate kinase activity; Potency, µM (titrated, usually from 57.5 µM), for inactives: at the highest dose activity change, negative = inhibition, most hits filed as inhibitors; Q27686; purified LmPK, Kinase-Glo ATP luminescence, 1 h; AID 1721; actives 0.37% (n = 290,000); further: potency means the concentration at half of the fitted maximal effect; on the % scale 0 is the no-effect control and ±100 the full control effect
Target sequence (Q27686 whole entry, looked up): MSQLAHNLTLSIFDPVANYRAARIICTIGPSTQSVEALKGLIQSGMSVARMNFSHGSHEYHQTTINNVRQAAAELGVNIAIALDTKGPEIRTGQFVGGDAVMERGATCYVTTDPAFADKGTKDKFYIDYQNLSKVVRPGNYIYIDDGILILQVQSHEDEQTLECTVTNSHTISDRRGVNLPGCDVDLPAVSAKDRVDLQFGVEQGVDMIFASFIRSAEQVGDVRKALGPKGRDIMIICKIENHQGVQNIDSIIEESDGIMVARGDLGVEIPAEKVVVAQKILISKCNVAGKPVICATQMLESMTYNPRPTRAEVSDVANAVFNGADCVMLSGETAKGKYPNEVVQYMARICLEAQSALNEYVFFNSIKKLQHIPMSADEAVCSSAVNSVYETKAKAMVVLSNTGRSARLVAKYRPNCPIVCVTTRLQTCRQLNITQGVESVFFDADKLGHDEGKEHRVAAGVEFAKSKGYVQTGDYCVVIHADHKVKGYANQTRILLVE
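Pyruvate kinase activity monitored as ATP production (luciferase luminescence). Conditions: 0.1 nM enzyme, 0.5 mM PEP, 0.1 mM ADP, 1 h, RT; normalized against uninhibited and no-enzyme wells.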
Pf growth 48h: P. falciparum growth inhibition at 48 hours (one generation); P. falciparum luciferase growth in erythrocytes, 48 h; Potency, µM (series often up to 28.7 µM), for inactives: at the top dose activity change, negative = inhibition, usual class: inhibitors; actives 5.9% (n = 310,000); AID 504832; further: potency means the concentration at half of the fitted maximal effect; on the % scale 0 is the no-effect control and ±100 the full control effect
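Cell-based growth assay: transgenic P. falciparum expressing firefly luciferase, cultured in red cells within RPMI 1640 containing 0.5% w/v Albumax, 24 mM bicarbonate and gentamycin. A drop in luciferase activity indicates inhibition.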
The depositor's hits bear a star; ? = inconclusive; . = not tested or not shown; & = joins results of further samples; [ ] = another dose, or the depositor's remark. Unless noted, the call rests on the fitted dose curve; in most records, active means well fitted curve in the direction sought with a large enough effect; inconclusive means small, poorly fitted or top-dose-only effect, or another doubt; inactive means no such curve, though single readings can be large; an effect the other way counts as inactive or inconclusive.

Below each SMILES: Pf growth 96h, Cycloheximide cs, AmpC inh no detg, TbPYK inhibitor, Shiga inhibitor, LmPK inh, Pf growth 48h
- CCCCNC(=O)C(=O)N/N=C/c1ccc(OCc2ccccc2)cc1
 : 1%, 1, -9%, 9%, 2, -2%, -13%
- CC(C)(C)NCC(O)c1ccccc1Cl (centres undefined)
 : ?, ., ., 3%, ., ., ?
- Cc1cccc(NC(=O)C2CCCN(S(=O)(=O)c3cccc4nonc34)C2)c1 (centres undefined)
 : 29%, -1, -17%, -4%&6%, -4, -1%, -6%
- COC(=O)c1ccc(C(C(=O)NCc2ccccc2)N(Cc2cccs2)C(=O)c2cnccn2)cc1 (centres undefined)
 : 82%[activator], -2, 53%, 3%, 1, 5%, ?
- CC1=C(C(=O)OCC2CCCO2)C(c2ccc(C)cc2)C2=C(CCCC2=O)N1 (centres undefined)
 : ?, 3, 18%, -10%, -5, -7%, 2%
- COC(=O)c1ccccc1NC(=S)NC(=O)COc1ccc(C(C)C)cc1
 : ?, 5, -28%, -11%, 3, -1%, 1%
- CC(C)c1ccc(NC(=O)c2ccc(NS(C)(=O)=O)cc2)cc1
 : ?, 12, -29%, 4%, 17, 1%, 9%
- N#CC(C#N)=C(N)CSc1cccc[n+]1[O-]
 : 12µM*, -3, -18%, -4%, 15, -2%, 5.2µM*
- O=C1c2ccccc2-c2nccnc21
 : ?, 6, -18%, 5%, -6, 0%, -7%
- COc1ccc(CCNC(=S)Nc2ccc(OC)cc2)cc1
 : -21%, 5, -24%, -12%, 11, 2%, -19%
- O=S(=O)(NCc1cccs1)c1ccc(Br)cc1
 : 0%, -1, -18%, 1%, -5, 2%, 3%
- CCc1ccccc1NC(=O)c1ccc(CN2CCC(Cc3ccccc3)CC2)cc1
 : 25%, -3, -2%, -3%, -9, 6%, 1µM*
- C=CCNC(=S)N1CCN(Cc2ccccc2)CC1
 : 32%[activator], -1, -1%, 40%[activator], -9, -4%, 17%
- Cc1c(C(=O)C(=O)NCC2CCCO2)c2ccccc2n1C (centres undefined)
 : 71%[activator], 7, -12%, -2%, 1, 2%, 4%
- Cc1ccccc1C(=O)Nc1sc(C)c(C)c1C(=O)c1ccccc1
 : ?, -1, -18%, -12%, -6, 2%, ?
- Cc1sc(NC(=O)Cc2ccc3c(c2)OCO3)nc1-c1ccc2c(c1)CCN2C(=O)c1ccc(F)cc1
 : 5%, -5, -36%, -19%, -8, 1%, 9.3µM*
- COc1cc(O)c(CC=C(C)C)c(O)c1C(=O)CCc1ccc(O)cc1
 : -11%, -6, -44%, -7%, 26*, 4%, 9.3µM*
- COc1ccc(S(=O)(=O)Nc2cccc(-c3ccc4nncn4n3)c2)cc1
 : ?, ., -36%, -6%, ., ., ?
- CC(C)CC(NC(=O)C(NC(=O)C1OC2OC(C)(C)OC2C2OC(C)(C)OC12)C(C)C)C(=O)O (centres undefined)
 : 5%, -2, -9%, 2%, -6, -4%, -4%
- Cn1c(NNC(=O)c2c(F)cccc2F)cc(=O)n(C)c1=O
 : -10%, 1, -8%, 0%, -7, 2%, 7%
- Cc1ccc(N2C(=O)N(CC(=O)NC(N)=O)C(=O)C2C)cc1 (centres undefined)
 : 44%[activator], -8, -28%, -8%, 19, 5%, 0%
- O=C(O)C1CCN(C(=O)c2ccco2)CC1
 : 15%, -4, -14%, -4%, 7, 3%, 0%
- COc1ccccc1OCC(=O)Nc1ccc(Cl)cc1C(=O)c1ccccc1
 : -17%, -3, -56%, -5%, -9, 1%, ?
- OC(CNCC(c1ccco1)N1CCCCC1)c1ccccc1 (centres undefined)
 : ?, -6, 1%, -2%, -24, 0%, 1.3µM*
- COCC1CCN(C(=O)C2CCC(=O)N(Cc3ccc(Cl)cc3)C2)CC1 (centres undefined)
 : ?, -3, 120%, -13%, 2, -11%, 19%
- O=C(c1ccco1)N1CCN(c2ccccc2F)CC1
 : ., 17, -9%, 7%, 19, 9%, 32%[activator]
- Cc1ccc(C)c(C(=O)CN2C(=O)NC3(CCCCCCC3)C2=O)c1
 : -20%, 7, -23%, 1%, 6, 3%, -24%
- CN(C)S(=O)(=O)c1cccc(N=C2SCCN2Cc2ccccc2)c1
 : ?, 10, -10%, 5%, 13, -2%, ?
- COc1cc2[nH]c(=S)nc(NCCC(C)C)c2cc1OC
 : 38%[activator], -3, -6%, -11%, 7, 20%, ?
- O=C(c1ccc(S(=O)(=O)N2CCCCC2)cc1)N1CCCC(C(F)(F)F)C1 (centres undefined)
 : 2%, ., -2%, 3%, ., ., -18%
- Cn1c(=O)c2c(nc(CN3CCN(Cc4ccccc4)CC3)n2Cc2ccc(F)cc2)n(C)c1=O
 : ?, -2, 192%[activator], -4%, -14, 0%, 7.4µM*
- O=C(Cn1[nH]c(=O)c2ccccc2c1=O)OCC(=O)c1ccc(F)cc1
 : 62%[activator], ., -16%, 4%, ., ., 31%[activator]
- Cc1ccc(SCc2cn3c(C)cc(C)nc3n2)cc1
 : -6%, 23*, 83%[activator], -3%, 70*, 0%, 11%
- CC(C)(C)C(=O)Nc1cc(NC(=O)C(C)(C)C)cc(C(=O)NNC(=O)c2ccncc2)c1
 : -1%, -2, -2%, 5%, -5, 1%, 26%
- Cc1ccc(-n2nnc3c(=O)n(CC(=O)OCc4ccccc4)cnc32)cc1
 : 3%, -3, -4%, -12%, -2, 3%, 0%
- COc1cc(NC(=O)CCC2CCCC2)cc(-n2cnnn2)c1
 : ?, 7, -21%, 3%, 32, 3%, -23%
- O=C1c2ccccc2C(=O)N1OCc1ccc(Cl)cc1
 : ., 16, -11%, -10%, 16, 1%, 19%
- CCSc1ccc(C(=O)Nc2ccc(Br)cn2)cc1[N+](=O)[O-]
 : -13%, 7, -37%, 4%, 20, -2%, 20%
- C[C@H]1CN=C(N(C)C)N1CC1CCC(C(C)(C)C)CC1 (some centres undefined)
 : ?, ., 28%, 1%, ., ., 7.4µM*
- O=C(COC(=O)c1cnc(Cl)c(Cl)c1)NCc1cccs1
 : 15%, -3, -48%, -22%, -4, 0%, 0%
- COC(=O)c1ccc(C23CC4(C2)[C@H](CN(Cc2cccnc2)[C@@H]4c2ccccc2)C3c2ccc(Cl)nc2)cc1 (some centres undefined)
 : 2.3µM*, -2, 54%[activator], -5%, -6, 4%, 10µM*
- Cc1cc(C)c(S(=O)(=O)NCc2cccs2)cc1C
 : -13%, -2, -33%, -7%, 1, 2%, -7%
- Oc1ccc(-c2nnc(SCC3CCCCC3)o2)cc1
 : ?, 22*, -6%, -6%, 82*, 2%, 103%[activator]
- O=C(O)c1ccc(NS(=O)(=O)c2ccc3c(c2)OCCO3)cc1
 : -4%, 3, -13%, 0%, -20, 0%, .
- O=C(NCc1ccccn1)c1ccc(OC2CCN(Cc3ccccc3O)CC2)cc1
 : ?, -3, -1%, -12%, -9, -6%, ?
- CNC(=O)/C(C#N)=C/c1c(N2CCCCCC2)nc2ccccn2c1=O
 : ?, -5, -3%, -8%, -5, 2%, -8%
- COc1ccc(-n2c(C)cc(C=O)c2C)cc1Cl
 : 1%, -1, -17%, 13%, -3, 1%, ?
- Cc1ccc(OCC(=O)N(C)CCc2ccccn2)cc1
 : 56%[activator], -3, -9%, 1%, -8, 2%, -1%
- Fc1ccc(CNC(=S)NCc2cccc(Cl)c2)cc1
 : 10µM*, 6, 137%[activator], -1%, -15, -7%, ?
- O=c1[nH]c(=S)[nH]c2c1C(c1cc([N+](=O)[O-])c(N3CCOCC3)cc1N1CCOCC1)O2 (centres undefined)
 : ?, -1, -8%, 1%, -22, 0%, -9%

New compounds follow
Below each SMILES: Pf growth 96h, Cycloheximide cs, AmpC inh no detg, TbPYK inhibitor, Shiga inhibitor, LmPK inh, Pf growth 48h
- c1ccn(-c2ncnc3sc4c(c23)CCCC4)c1
 : ?, 7, -18%, 2%, -28, 5%, .
- COC(=O)CCC(=O)N1CCC(CCC(=O)NCc2ccc(F)cc2)CC1
 : 5.2µM*, -2, -7%, -3%, -8, -11%, -6%
- Cc1noc(C)c1C(=O)OCC(=O)c1c(N)n(CC(C)C)c(=O)n(C)c1=O
 : 16%, -7, -11%, -6%, -18, 8%, .
- O=C(Nc1ccon1)c1ccc(S(=O)(=O)N2CCCCCC2)cc1
 : ?, -2, -7%, -3%, 15, -1%, 9.3µM*
- O=C(/C=C/c1ccc(Cl)cc1)N1CCN(c2ccccc2[N+](=O)[O-])CC1
 : 26%, -3, -1%, 2%, 10, 1%, 15%
- Cc1cc(NC(=O)CSc2ncc(CO)n2Cc2ccc(F)cc2)no1
 : -7%, -3, -10%, -2%, 2, 4%, 2%
- Cc1nn(CCC#N)c2c1P(=S)(N1CCCC1)OC(c1ccc(F)cc1)=N2 (centres undefined)
 : ?, 2, -2%, ?, -5, 4%, -8%
- N#CC(C(=O)Nc1ccc(Cl)cc1)=C1Nc2ccccc2N1
 : 9%, -2, -43%, -5%, 9, -1%, 17%
- Cc1ccc[n+](-c2nc3ccccc3nc2C(=C=[N-])C#N)c1
 : ?, -2&6, -18%&-2%, 0%&1%, 23&10, -3%&-8%, 61%&-20%[activator]
- COCCNC(=O)C(c1ccc(C)cc1)N(CCOC)C(=O)CCC(=O)Nc1nccs1 (centres undefined)
 : 9%, 5, 30%, 1%, -6, -4%, 2%

Reformatted in markdown: entries from further up.
| Structure | Pf growth 96h | Cycloheximide cs | AmpC inh no detg | TbPYK inhibitor | Shiga inhibitor | LmPK inh | Pf growth 48h |
| --- | --- | --- | --- | --- | --- | --- | --- |
| CCSc1ccc(C(=O)Nc2ccc(Br)cn2)cc1[N+](=O)[O-] | -13% | 7 | -37% | 4% | 20 | -2% | 20% |
| C[C@H]1CN=C(N(C)C)N1CC1CCC(C(C)(C)C)CC1 (some centres undefined) | ? | . | 28% | 1% | . | . | 7.4µM* |
| O=C(COC(=O)c1cnc(Cl)c(Cl)c1)NCc1cccs1 | 15% | -3 | -48% | -22% | -4 | 0% | 0% |

Next section.
Below each SMILES: Pf growth 96h, Cycloheximide cs, AmpC inh no detg, TbPYK inhibitor, Shiga inhibitor, LmPK inh, Pf growth 48h
- O=C(NCc1ccco1)/C(=C/c1ccccc1F)NC(=O)c1ccccc1
 : 15%, -4, -5%, 0%, 32, 3%, 19%
- Cc1nnc(NC(=O)CSc2ccc(-c3ccc(Cl)cc3)nn2)s1
 : 24%, 12, -21%, 4%, 30*, 5%, 35%[activator]
- COc1ccc(N2CCn3c2nc2c3c(=O)n(CCc3ccccc3)c(=O)n2C)c(OC)c1
 : 12µM*, 0, -8%, ., -9, 1%, -6%
- CCN(C(=O)Cc1c(C(=O)O)n(C)c2ccccc12)c1ccc(F)cc1
 : ?, 2, -16%, -1%, 6, -1%, 1%
- C=CCSc1nnc(NC(=O)CSc2nc3ccccc3o2)s1
 : -6%, -3, -18%, -1%, 10, 0%, 21%
- O=C(Cn1ncc2c3ccccc3n(Cc3ccccc3F)c2c1=O)NC1CC1
 : ?, 10, 2%, 0%, -7, 3%, -5%

Bioassay records as filed in PubChem.
